High-throughput results as filed in PubChem BioAssay.
TROY signal inh: inhibitors of TROY-dependent NF-kB signaling; Q293 LMP1-TROYcd NF-kB luciferase reporter, 4 h; inhibition, % at 10 µM; 0.98% of 360,000 active; AID 1347056;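 active = compounds whose plate-normalised and pattern-corrected inhibition of the luciferase reporter signal at the single screening dose is 50% or more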
KKLEB tox: CF airway cell cytotoxicity counter-screen; AID 602141; activity change (cytotoxicity), % at 5 µM; KKLEB CF airway cells viability, ATPlite luminescence, overnight; hits give low values; cells stimulated with P. aeruginosa culture filtrate; 0.36% of 360,000 active;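 active = corrected activity change at or below -50% at 5 µM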
NCOA2 inhibitor: human SRC2 (NCOA2) inhibition | 0.17% of 370,000 active | AID 651957 | HEK293 GAL4-SRC2 luciferase reporter, luminescence | Q15596 | inhibition, % at 9 µM;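 active = inhibition above the mean inhibition of all tested compounds plus 3 SD, set per campaign, cut at about 52% in these data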;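 also: 0% = DMSO treated cells and 100% = cells given Gossypol at 36 µM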
Target sequence (Q15596 whole entry, looked up, the tested form may be a part): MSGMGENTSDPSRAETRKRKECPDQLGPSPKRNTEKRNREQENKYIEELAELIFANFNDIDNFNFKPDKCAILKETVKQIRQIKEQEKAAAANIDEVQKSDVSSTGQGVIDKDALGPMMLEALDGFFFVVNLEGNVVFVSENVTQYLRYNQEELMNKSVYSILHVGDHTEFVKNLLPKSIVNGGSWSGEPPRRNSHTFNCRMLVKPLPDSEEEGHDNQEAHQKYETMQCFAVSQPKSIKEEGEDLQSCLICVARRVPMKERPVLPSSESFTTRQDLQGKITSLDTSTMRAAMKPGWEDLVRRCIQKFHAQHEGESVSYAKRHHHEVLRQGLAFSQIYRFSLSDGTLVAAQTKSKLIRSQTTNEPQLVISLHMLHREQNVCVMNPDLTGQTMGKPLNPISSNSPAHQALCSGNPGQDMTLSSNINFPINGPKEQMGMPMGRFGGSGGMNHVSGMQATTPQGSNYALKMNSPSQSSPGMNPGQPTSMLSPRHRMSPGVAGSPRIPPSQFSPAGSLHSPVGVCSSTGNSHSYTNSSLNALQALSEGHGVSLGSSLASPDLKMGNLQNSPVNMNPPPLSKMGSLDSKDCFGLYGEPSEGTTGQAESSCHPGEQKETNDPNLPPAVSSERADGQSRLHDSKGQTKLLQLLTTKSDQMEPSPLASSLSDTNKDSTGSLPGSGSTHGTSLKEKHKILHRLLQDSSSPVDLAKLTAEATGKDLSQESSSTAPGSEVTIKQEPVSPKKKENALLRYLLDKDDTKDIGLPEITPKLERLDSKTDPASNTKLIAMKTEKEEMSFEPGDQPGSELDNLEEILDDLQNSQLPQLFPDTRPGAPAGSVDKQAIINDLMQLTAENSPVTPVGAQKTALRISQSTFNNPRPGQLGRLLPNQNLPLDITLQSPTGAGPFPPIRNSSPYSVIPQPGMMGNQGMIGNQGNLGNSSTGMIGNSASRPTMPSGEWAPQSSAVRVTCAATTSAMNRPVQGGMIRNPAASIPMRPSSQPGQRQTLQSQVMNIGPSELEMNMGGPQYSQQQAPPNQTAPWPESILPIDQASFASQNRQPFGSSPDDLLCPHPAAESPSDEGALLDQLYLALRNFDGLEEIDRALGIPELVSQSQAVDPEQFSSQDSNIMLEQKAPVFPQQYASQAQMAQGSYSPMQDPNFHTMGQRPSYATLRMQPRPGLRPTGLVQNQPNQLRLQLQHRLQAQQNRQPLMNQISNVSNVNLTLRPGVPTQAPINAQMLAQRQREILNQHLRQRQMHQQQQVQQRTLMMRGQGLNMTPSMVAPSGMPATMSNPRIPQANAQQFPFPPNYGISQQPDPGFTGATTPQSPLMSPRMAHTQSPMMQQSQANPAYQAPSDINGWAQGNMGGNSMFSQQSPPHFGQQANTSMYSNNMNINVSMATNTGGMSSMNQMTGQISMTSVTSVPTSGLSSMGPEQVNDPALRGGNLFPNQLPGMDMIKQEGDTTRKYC
LMP1 NFkB inh: inhibitors of Epstein-Barr LMP1-induced NF-kappaB reporter. LMP1-induced NF-kappaB luciferase reporter cells, luminescence. inhibition, % at 12.5 µM. 0.69% of 350,000 active; in the data active = inhibition above about 41%;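 also: 0% = neutral control wells and 100% = reference inhibitor control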
NCOA1 inh: human NCOA1 inhibition. Q15788. HEK293 GAL4-SRC1 luciferase reporter, luminescence. inhibition, % at 3.6 µM. 0.12% of 360,000 active. AID 588354;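 active = inhibition above the campaign mean plus 3 SD, with each screening campaign given its own cutoff, cut at about 60% in these data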;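 also: 0% = DMSO treated cells and 100% = gossypol at 36 µM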
TWEAK Fn14 block: TWEAK-Fn14 signaling inhibition. inhibition, % at 10 µM. 2% of 360,000 active. TWEAK-stimulated Fn14 reporter cells, luciferase luminescence, 8 h; in the data active = inhibition above about 50%
LRH-1 inv ag: suppresses constitutive activity of human LRH-1; O00482; inhibition, % at 3.6 µM; AID 602396; 0.13% of 360,000 active; HEK293T StAR-luciferase reporter, LRH-1 transfected, 24 h;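 active = inhibition above the mean inhibition of all tested compounds plus 3 SD, cut at about 73% in these data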;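 also: 0% = DMSO wells and 100% = reporter-only cells lacking LRH-1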
C8 TRAIL sens: sensitizes caspase-8 expressing cells to TRAIL | NB7+C8 cells + TRAIL, ATPlite viability luminescence | inhibition (viability loss, TRAIL sensitization), % at 10 µM | 1% of 360,000 active;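 active = compounds causing at least 50% loss of cell viability in the single-dose screen, relative to plate controls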
SRC3 inh: human NCOA3 inhibition. Q9Y6Q9. HEK293 GAL4-SRC3 luciferase reporter, luminescence. inhibition, % at 3.6 µM. 0.17% of 360,000 active;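 active = inhibition above a per-campaign cutoff, the mean of all compounds plus 3 SD, cut at about 60% in these data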;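 also: 0% = DMSO-treated cells and 100% = gossypol-treated cells at 36 µM; higher means less SRC3-driven luciferase light from the GAL4 reporter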
NR2F2 inh: inhibitors of human COUP-TFII (NR2F2); inhibition, % at 8.6 µM; AID 686940; HEK293T NGFI-A luciferase reporter, luminescence; P24468; 0.7% of 370,000 active;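 active = inhibition above a per-plate cutoff, mean inhibition of test wells between control levels plus 3 SD, cut at about 38% in these data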;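 also: cells cotransfected with COUP-TFII expression vector driving the NGFI-A reporter; 0% = median of COUP-TF2 test wells and 100% = reporter-only cells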
CF NFkB inh: cystic fibrosis NF-kB activation inhibition | KKLEB NF-kB-GFP reporter, PAF-induced, GFP fluorescence overnight | inhibition, % at 5 µM | 0.86% of 360,000 active | AID 588850;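 active = at least 50% inhibition at 5 µM, scaled per plate between neutral and stimulator controls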;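 also: PAF is a Pseudomonas aeruginosa culture filtrate used as stimulus; plate controls were PAF-stimulated DMSO wells for no effect and unstimulated DMSO wells for full effect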
* hit, by the source's call; nt = not tested or not shown.

SMILES | TROY signal inh | KKLEB tox | NCOA2 inhibitor | LMP1 NFkB inh | NCOA1 inh | TWEAK Fn14 block | LRH-1 inv ag | C8 TRAIL sens | SRC3 inh | NR2F2 inh | CF NFkB inh
CCOc1ccc(C(C(=O)NCCOC)N(CCOC)C(=O)CCC(=O)Nc2ccccn2)cc1 (centres undefined) | -1 | -19 | 9 | 3 | 5 | 6 | -6 | -17 | -3 | 4 | 10
CCOc1ccc(CCNC(=O)c2cc(C)nn2-c2ccccc2)cc1 | -7 | -1 | 1 | 0 | -28 | 3 | -16 | -8 | 9 | 8 | -12
CCN(CC)C(=O)c1[nH]cnc1C(=O)N[C@@H](C)c1ccccc1 | 11 | -6 | -22 | 0 | -2 | 1 | -2 | 8 | -9 | 1 | 3
C#CCn1c2ccccc2c2nc3ccccc3nc21 | -45 | 1 | -94 | -26 | -68 | -1 | -78 | 13 | -79 | -28 | -35
O=C(Nc1cccc(S(=O)(=O)N2CCCCCC2)c1)C1CC(=O)N(c2ccc3c(c2)OCCO3)C1 (centres undefined) | 16 | -1 | -3 | -3 | -1 | 16 | -15 | 12 | 9 | 1 | -4
Cc1cccc(OCc2nnc(SCC(=O)Nc3sc(C)c(C)c3C#N)n2C)c1 | 2 | 0 | 11 | 1 | -7 | -9 | 19 | 2 | -19 | -2 | 3
CC12CCC(C(=O)CC1=O)C2(C)C (centres undefined) | -13 | -16 | 3 | -6 | -2 | -2 | -5 | 5 | -6 | 12 | 13
COc1ccc(S(=O)(=O)NC(C)C(=O)Nc2ccccc2C(F)(F)F)cc1 (centres undefined) | 16 | 7 | 8 | 1 | 5 | -1 | 3 | -4 | 6 | 7 | 7
COCCCn1cc(CN2CC(N3CCN(Cc4cccc(C)c4)CC3)CS2(=O)=O)nn1 (centres undefined) | 3 | nt | -38 | nt | nt | 12 | -5 | -8 | nt | 0 | nt
OC1(c2ccccc2Cl)NN=C2CCCCCN21 (centres undefined) | 14 | -13 | 6 | 5 | -1 | 5 | -4 | 1 | 3 | -3 | 18
COCCNC(=O)CSc1ccccc1C(=O)NCC1CCCCC1 | -10 | 1 | 18 | 3 | -6 | -2 | 16 | -6 | 8 | 0 | 21
CC(C)NS(=O)(=O)c1ccc(CCC(=O)N2CCOCC2)cc1 | 1 | -2 | -28 | 1 | 1 | -14 | -13 | -4 | 7 | -12 | 5
COc1cccc(-n2c(=O)c3cc(OC)c(OC)cc3n(CC(=O)Nc3cc(C)[nH]n3)c2=O)c1 | -11 | 6 | -14 | 5 | 7 | 7 | 28 | -13 | -4 | -11 | 2
COc1ccc(CN2CC(C(=O)NCc3ccc4c(c3)OCO4)CC2=O)cc1 (centres undefined) | 14 | 6 | -9 | -5 | -20 | 9 | -1 | -2 | 10 | -4 | 3
O=C(O)/C=C/C(=O)Nc1ccc(S(=O)(=O)Nc2nccs2)cc1 | -3 | -7 | -9 | 2 | -14 | -6 | -16 | -13 | 10 | -6 | 2
CC(C)(C)c1ccc(Oc2ccc(NC(=O)C3CC=CCC3C(=O)O)cc2)cc1 (centres undefined) | 76* | -21 | 78* | 2 | 4 | 28 | 50 | -7 | 19 | 91* | 8
C[C@@H]1CN([C@@H](C)CO)S(=O)(=O)c2ccc(Br)cc2O[C@@H]1CN(C)C(=O)c1ccncc1 | 4 | -1 | 10 | 26 | 4 | -7 | -17 | -5 | -14 | -8 | -19
COc1ccc(C(=O)NCc2nnc(SCC(=O)N3CCCCCC3)o2)cc1OC | -9 | -3 | 3 | -7 | 9 | -18 | 11 | -7 | 15 | -12 | -12
COc1ccc(C(CCNCc2ccccc2F)c2ccc(F)cc2)cc1 (centres undefined) | -6 | -1 | 2 | -2 | -7 | -16 | 6 | 6 | 0 | 9 | 5
Cc1ccc(C(=O)N/N=C\c2cccnc2)s1 | -33 | 0 | -47 | -8 | -83 | -1 | -2 | 44 | -25 | -16 | 11
COc1ccc(CCN2CC(C(=O)N(C)C3CCOCC3)CCC2=O)cc1 (centres undefined) | -7 | -7 | 20 | -9 | -8 | -1 | 0 | -14 | -4 | 13 | -23
O=C(O)Cc1ccc2ocnc2c1 | -3 | -3 | -15 | 1 | 9 | -10 | 7 | 3 | -1 | -17 | -16
COc1ccc(N2CCN(C(=O)c3ccccc3)CC2)c([N+](=O)[O-])c1 | 3 | -2 | -2 | -7 | -33 | -21 | 3 | 0 | 20 | 3 | 0
CCCC(=O)Nc1nnc(/C=C/c2ccccc2)s1 | -16 | -17 | -5 | -8 | -17 | -13 | -22 | 0 | -39 | -7 | 16
CCOC(=O)CSc1nnc(CNC(=O)c2ccc(S(=O)(=O)N3CCOCC3)cc2)n1C | -7 | 6 | 7 | 0 | 0 | -5 | -5 | -7 | 3 | 3 | 0
The list goes on:
SMILES | TROY signal inh | KKLEB tox | NCOA2 inhibitor | LMP1 NFkB inh | NCOA1 inh | TWEAK Fn14 block | LRH-1 inv ag | C8 TRAIL sens | SRC3 inh | NR2F2 inh | CF NFkB inh
Cc1[nH]c2ccccc2c1C(c1ccccn1)c1c(C)[nH]c2ccccc12 | 7 | 3 | -29 | -9 | -5 | -1 | 18 | -11 | 1 | 18 | -10
O=c1c2nnn(Cc3ccc(Cl)cc3)c2ncn1Cc1ccc(F)cc1 | -2 | -5 | nt | 4 | -1 | -31 | -11 | -9 | 7 | nt | 2
CCOC(=O)c1c(C)nc2c(c1-c1ccccc1)C(=O)CC(C)(C)C2 | 11 | -7 | 19 | -11 | 13 | 17 | 8 | -9 | -3 | 1 | 19
Nc1nonc1OCCOCCOCCOc1nonc1N | 22 | 2 | -7 | -6 | 2 | 8 | 14 | 3 | 5 | 16 | -11
COc1ccc(CN2CC(C(=O)NCCCN3CCOCC3)CC2=O)cc1 (centres undefined) | 11 | -2 | 7 | -3 | 5 | -1 | 10 | -2 | 21 | -2 | 10
COc1cccc(/C=C2\CCC(C3CCCC3)C2=O)c1OC (centres undefined) | 31 | -15 | -57 | -21 | -68 | 37 | -84 | 49* | -84 | -27 | 5
COc1ccc(CCNC(=O)CSc2nnc3ccc(-c4ccccn4)nn23)cc1OC | 6 | -10 | 13 | -1 | 1 | 17 | 7 | -4 | 6 | -3 | 12
O=C(Nc1ccc(/C=C/c2nc3ccccc3o2)cc1)c1cccc(C(F)(F)F)c1 | 27 | -6 | -27 | -38 | -30 | -27 | -30 | 5 | -23 | -9 | -8
Cc1ccsc1-c1cc2nc(Nc3ccc(F)cc3)n(C)c(=O)c2s1 | -36 | 5 | -3 | nt | -61 | -15 | 6 | 8 | -26 | -18 | -6
O=C(c1cc(COc2cccc3cnccc23)on1)N1CCCC(CCCO)C1 (centres undefined) | 18 | -1 | 14 | 31 | 24 | 45 | 48 | 28 | 13 | 71* | 12
Cc1ccc(C)c(OCC(=O)O/N=C(\N)c2cccnc2)c1 | -25 | -14 | -14 | -12 | -110 | -59 | 22 | 0 | -7 | -9 | 18
Cc1ccc(NC(=S)N2CCN(C(=O)c3ccccc3)CC2)c(C)c1 | -12 | -1 | 12 | 1 | -29 | -10 | 11 | -2 | 13 | 10 | 4
O=C(O)c1cccc(Nc2nc3ccccc3nc2NS(=O)(=O)c2ccccc2)c1 | 19 | 5 | -25 | 1 | 10 | -4 | -23 | -4 | -13 | 9 | 20
CCc1cc2c(=O)c(Oc3ccccc3F)c(C)oc2c(CN(C)C)c1O | -12 | -5 | -7 | -4 | -3 | 2 | 0 | -19 | -8 | 12 | -2
CC(NC(=O)COC(=O)c1ccc2c(c1)OCCO2)c1ccccc1 (centres undefined) | 14 | -12 | 4 | -3 | 0 | 27 | -1 | 3 | -11 | 4 | -7
COc1cc2c(cc1OC)CN(c1ccc3ccccc3n1)CC2 | -10 | -4 | -13 | -7 | -11 | -6 | -45 | 10 | -19 | -20 | -3
CC(C)N1C(=O)C2(OCCCO2)c2cc(Br)ccc21 | -1 | -9 | 3 | 0 | 4 | -24 | -2 | -10 | 8 | -16 | 14
CC1CCN(C(=O)COC(=O)c2ccc(N3CCCC3=O)cc2)CC1 | -10 | 6 | 5 | 1 | -1 | 6 | -2 | 2 | 20 | -17 | 11
COc1ccc(OCC(=O)NNC(=O)C2CCC2)cc1 | 12 | 14 | -37 | 5 | -30 | -7 | -7 | 4 | 15 | -1 | -1
O=C1NC2(CCCCCC2)N=C1c1ccc(F)cc1 | -4 | 9 | 4 | -2 | 5 | 9 | -12 | -6 | 5 | -17 | 15
N=c1ccn(O)cc1CCc1ccccc1 | -5 | 2 | 18 | -2 | -4 | -2 | -7 | -4 | -6 | -6 | 12
CC(=O)N1CCN(S(=O)(=O)c2ccc3c(c2)OCCO3)CC1 | -7 | -17 | 4 | -1 | 2 | -1 | -18 | 3 | -21 | -8 | 16
Cc1ccc(S(=O)(=O)N2CCN(C(=O)Cn3c(=O)cnc4ccccc43)CC2)c(C)c1 | 11 | -7 | 2 | 2 | 4 | -7 | 12 | 7 | 12 | 12 | 9
CC(C)(C)CN1CCNC(=O)C1CC(=O)NCCN1CCCc2ccccc21 (centres undefined) | 18 | -1 | -21 | 6 | -3 | 4 | 15 | -7 | 5 | 17 | -14
CC1CCCCN1C(=O)COC(=O)CNC(=O)c1ccc(Cl)cc1Cl (centres undefined) | -28 | 4 | -5 | -6 | 4 | -1 | -9 | 11 | -1 | 4 | -3

3 entries from above, reformatted.
SMILES	TROY signal inh	KKLEB tox	NCOA2 inhibitor	LMP1 NFkB inh	NCOA1 inh	TWEAK Fn14 block	LRH-1 inv ag	C8 TRAIL sens	SRC3 inh	NR2F2 inh	CF NFkB inh
COc1ccc(N2CCN(C(=O)c3ccccc3)CC2)c([N+](=O)[O-])c1	3	-2	-2	-7	-33	-21	3	0	20	3	0
CCCC(=O)Nc1nnc(/C=C/c2ccccc2)s1	-16	-17	-5	-8	-17	-13	-22	0	-39	-7	16
CCOC(=O)CSc1nnc(CNC(=O)c2ccc(S(=O)(=O)N3CCOCC3)cc2)n1C	-7	6	7	0	0	-5	-5	-7	3	3	0

New compounds follow
SMILES | TROY signal inh | KKLEB tox | NCOA2 inhibitor | LMP1 NFkB inh | NCOA1 inh | TWEAK Fn14 block | LRH-1 inv ag | C8 TRAIL sens | SRC3 inh | NR2F2 inh | CF NFkB inh
C[C@H]1COc2cc(N3CCN(Cc4ccccc4F)CC3)ccc2S(=O)(=O)N1 | -2 | nt | -16 | nt | nt | -2 | 6 | -9 | nt | -11 | nt
C#CCOc1ccc(Br)cc1/C=N/O | 9 | -10 | -3 | 0 | 3 | -12 | 1 | 23 | 7 | 6 | 9
Cc1cc(C(=O)NC2CCCc3ccccc32)c(C)o1 (centres undefined) | -12 | 2 | 12 | -2 | -1 | -22 | 12 | -13 | 22 | 12 | 4
CCCn1c(=O)n(CC(=O)NCC2CCCO2)c(=O)c2c3c(sc21)COC(C)(C)C3 (centres undefined) | 6 | 14 | 4 | -4 | -6 | 6 | -5 | 9 | -26 | -12 | -4
COc1ccc(CNC(=O)CSC(=S)N2CCCC2)cc1 | 9 | -15 | 14 | -2 | -4 | 0 | 19 | -9 | -4 | 10 | -6
O=C(O)c1c(-c2ccc(Cl)cc2)cn2ccccc12 | -29 | -5 | -8 | -24 | -33 | -14 | -11 | 4 | 4 | 9 | 3
COc1ccc(Oc2cnn(-c3ccccc3)c(=O)c2Br)cc1 | -10 | 0 | -37 | 0 | -7 | -6 | 20 | -6 | -5 | -3 | 13
CCCC(NC(=O)CCl)c1ccccc1 (centres undefined) | 8 | -3 | 17 | -10 | -2 | 13 | 27 | -2 | 20 | 19 | -4
